Assay outcomes deposited in PubChem by several laboratories.
PGE2 EP2 inh – human EP2 receptor antagonists, primary screen, TR-FRET cAMP, C6 glioma cells; Prostaglandin E2 receptor EP2 subtype (Homo sapiens), P43116; C6 glioma cells expressing human EP2; cells stimulated with saturating PGE2; inhibition, % at 25 µM; actives 0.52% (n = 260,000); AID 1422, 2008;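 active = percent inhibition above 40 after rounding to a whole number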;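 note: rat C6 glioma host cells with rolipram phosphodiesterase inhibitor present; the protocol text gives 20 µM as final concentration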
EP2 mod – EP2 receptor modulators, cAMP readout, primary screen, cell-based, HTRF cAMP, PGE2 stimulation | Prostaglandin E2 receptor EP2 subtype (Homo sapiens), P43116 | induction, % at 25 µM | EP2-expressing cells, cAMP HTRF FRET, PGE2 co-stimulation | AID 940, 2007 | actives 0.83% (n = 260,000);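 active = compounds whose cAMP rise, as percent of the full-agonist control response, exceeds 60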;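 note: rat C6 glioma line stably carrying human EP2 under a CMV promoter; the protocol text gives 20 µM as final concentration; 100% = response of wells given 1 µM PGE2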
NPY2 pot ag – NPY-Y2 potentiators or agonists, primary screen, cell-based; actives 0.45% (n = 220,000); AID 1359, 2008; cells expressing NPY-Y2, potentiator/agonist read-out; activation, % at 3.6 µM; in the data active = activation above about 27%;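 note: cells stimulated with NPY near EC25 plus isoproterenol at EC100; 0% = vehicle plus submaximal agonist and 100% = vehicle plus saturating agonist; some results beyond the cut were filed as inactive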
Target sequence (P49146 whole entry, looked up): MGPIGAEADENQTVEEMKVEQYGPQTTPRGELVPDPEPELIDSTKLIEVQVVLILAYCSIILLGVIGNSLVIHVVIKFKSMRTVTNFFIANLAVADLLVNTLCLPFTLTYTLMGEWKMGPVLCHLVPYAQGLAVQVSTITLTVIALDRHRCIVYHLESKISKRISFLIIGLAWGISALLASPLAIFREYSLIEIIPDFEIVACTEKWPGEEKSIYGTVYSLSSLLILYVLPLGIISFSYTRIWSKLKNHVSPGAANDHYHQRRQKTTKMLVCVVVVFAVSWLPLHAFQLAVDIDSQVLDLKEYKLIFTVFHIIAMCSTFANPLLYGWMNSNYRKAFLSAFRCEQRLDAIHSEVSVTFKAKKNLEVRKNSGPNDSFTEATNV
S1P4 antag – S1P4 receptor antagonists, primary screen, cell-based; Sphingosine 1-phosphate receptor 4 (Homo sapiens), O95977; S1P4-expressing cells, antagonist mode, reporter read-out; inhibition, % at 4.98 µM; actives 0.26% (n = 220,000); AID 1510, 2009; in the data active = inhibition above about 29%;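 note: 0% = wells stimulated with agonist and 100% = vehicle wells without agonist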
Target sequence (O95977 whole entry, looked up): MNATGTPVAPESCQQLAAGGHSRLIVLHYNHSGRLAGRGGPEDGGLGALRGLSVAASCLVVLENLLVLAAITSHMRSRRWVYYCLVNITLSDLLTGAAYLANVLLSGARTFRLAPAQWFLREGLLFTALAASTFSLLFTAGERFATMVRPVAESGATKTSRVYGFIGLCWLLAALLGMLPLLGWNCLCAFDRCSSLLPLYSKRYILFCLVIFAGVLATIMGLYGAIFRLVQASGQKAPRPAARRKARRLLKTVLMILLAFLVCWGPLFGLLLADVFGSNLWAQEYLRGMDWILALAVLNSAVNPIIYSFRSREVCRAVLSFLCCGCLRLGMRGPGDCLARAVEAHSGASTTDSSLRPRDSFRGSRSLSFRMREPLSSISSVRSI
eIF4E 4G PPI – eIF4E–eIF4G protein interaction inhibitors, primary screen, biochemical, uHTS, TR-FRET, eIF4GI fragment; TR-FRET eIF4E-eIF4GI(517-606) binding, 2 h; inhibition, % at 21.7 µM; actives 0.37% (n = 220,000); AID 782, 2007;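 active = inhibition above about 30%, limit read from the data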;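 note: 0% = full FRET control wells and 100% = background wells lacking eIF4GI fragment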
NPY1 pot ag – NPY-Y1 receptor potentiators or agonists, primary screen, cell-based; activation, % at 3.6 µM; NPY-Y1 expressing cells, potentiator/agonist activation; Neuropeptide Y receptor type 1 (Homo sapiens), P25929; actives 0.37% (n = 220,000); AID 1304, 2008; in the data active = activation above about 33%, passing the limit was not always enough;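 note: cells stimulated with NPY at EC10 then isoproterenol at EC100; 0% = low agonist plus stimulus and 100% = saturating agonist plus stimulus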
S1P4 ag – S1P4 receptor agonists, primary screen, cell-based; Sphingosine 1-phosphate receptor 4 (Homo sapiens), O95977; S1P4-expressing cell line, agonist reporter assay; activation, % at 4.98 µM; actives 0.35% (n = 220,000); AID 1509, 2009; in the data active = activation above about 11%;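 note: 0% = DMSO vehicle and 100% = reference agonist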
p97 ATPase inh – inhibitors of human p97 ATPase, primary screen, biochemical; actives 0.42% (n = 220,000); recombinant p97 ATPase, Kinase-Glo ATP luminescence, 3 h; AID 1481, 2009; inhibition, % at 8 µM; Transitional endoplasmic reticulum ATPase (Homo sapiens), P55072; in the data active = inhibition above about 15%;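 note: 0% = DMSO vehicle and 100% = wells lacking enzyme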
NPY-Y1 antag – NPY-Y1 receptor antagonists, primary screen, cell-based; HEK293-CNG Y1 cells, membrane potential fluorescence; NPY at EC95, then isoproterenol; actives 1% (n = 200,000); inhibition, % at 3.6 µM; Neuropeptide Y receptor type 1 (Homo sapiens), P25929;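 active = inhibition above the campaign mean inhibition of all tested compounds plus 3 SD, cut at about 20% in these data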;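 note: 0% = DMSO wells given NPY plus isoproterenol and 100% = isoproterenol alone without NPY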
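Material: HEK293 cells with Y1 receptor plus CNG channel; times: compound incubation 1 h at room temperature, readout 45 min post-stimulation; signal: fluorescence, membrane potential probe; read-out basis: fluorescence ratio normalized to % inhibition between controls; benchmarks: full-block control isoproterenol-only wells, zero-block control NPY plus isoproterenol wells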
* marks the source's active call; other numbers are inactive results; . = no result given; & = joins results of further samples; [ ] = another dose, or the depositor's remark. These rows are one share of the data, so the mix of outcomes need not match the whole.

molecule,PGE2 EP2 inh,EP2 mod,NPY2 pot ag,S1P4 antag,eIF4E 4G PPI,NPY1 pot ag,S1P4 ag,p97 ATPase inh,NPY-Y1 antag
COc1cc(C)nc(NC(=S)N(C)C(=O)c2ccccc2)n1,8,34,-20,-1,-2,-28,-0.3,1,.
O=C(CN1C(=O)CCC1=O)Nc1nc(-c2ccc(Cl)s2)cs1,11,-3,12,8,-1,4,1.9,6,-6
CCNC(=S)NNC(=O)c1ccc(OC(F)F)cc1,5,-15,-9,1,-8,4,-1.7,2,3
Cc1cc(Nc2cccc([N+](=O)[O-])c2)c2cccc(C)c2n1,8,8,-9,-12,3,21,-0.2,6,.
Cc1cc(-c2n[nH]c(=S)n2/N=C/c2ccc(Cl)c([N+](=O)[O-])c2)n[nH]1,11,9,-5,-6,0,-20,2.3,5,0
Cc1ccc(OCCNc2ccc(C(F)(F)F)cc2[N+](=O)[O-])cc1,6,22,1,-13,13,19,2.4,-2,0
Cc1ccc(C2CC(c3cccc(Br)c3)n3nc(N)nc3N2)cc1 (configuration not stated),11,-11,10,-13,-4,3,-0.1,0,10
CCn1c2ccccc2c2cc(N=C3SC(CC(=O)Nc4ccccc4OC)C(=O)N3C)ccc21 (configuration not stated),10,-27,-5,-13,6,1,1.9,-1,1
COc1ccc(CCNC(=O)CCCN2C(=O)c3ccccc3C2=O)cc1OC,7,-30,0,2,-2[fluorescence artefact?],14,1.4,3,-2
Cc1ccc(S(=O)(=O)NC(=O)Nc2ccc(F)cc2)cc1,3,21,-4,-3,-3,-22,0.4,5,3
COC(=O)c1ccc(Oc2c(F)c(F)nc(N3CCOCC3)c2F)cc1,4,-5,-18,-10,3,-30,1.2,-5,13
O=[N+]([O-])c1cnccc1Nc1ccc(Cl)cc1,9,-2,12,-9,-2,11,2.7,3,.
CSC(=NS(=O)(=O)c1ccccc1)SC,9,-7,-3,7,-3,12,1.3,5,3
Cc1ccc(-c2csc(NC(=O)c3cc([N+](=O)[O-])ccc3N3CCOCC3)n2)cc1,5,11,1,-6,2,12,0.7,2,-1
COc1ccc(NC(=S)Nc2ccccc2)c(OC)c1,2,-60,3,-4,0,5,1.0,3,0
N#C/C(=C/c1ccc(N2CCOCC2)o1)C(=O)Nc1ccccc1,5,-10,3,-23,11,16,2.1,5,1
CC1(C)Cc2c(ccc3ccccc23)C(=O)N1,1,8,17,-3,0,22,0.5,-1,-2
Cc1cccc(Nc2cnn(C34CC5CC(CC(CC(=O)O)(C5)C3)C4)c(=O)c2Cl)c1,6,23,-5,-4,-8,-6,-4.2,0,-3
CCOC(=O)Cc1nnc(NC(=O)CSc2ncc(-c3ccccc3)nn2)s1,12,-11,-10,-1,6,-7,1.1,1,-4
CCCCNC(=O)CCCn1c(=S)[nH]c2cc3c(cc2c1=O)OCO3,5,-28,5,-17,3,9,2.1,17*,1
Cc1cc(C)n(-c2nnc(NC(C)(C)C)nn2)n1,6,44,-1,-7,0,-11,1.0,2,8
CCOC(=O)/C(=C/c1ccc(OC)cc1)NC(=O)c1ccco1,7,9,3,0,-3,-6,-1.2,6,2
Nc1nnc(CC2=CCCCC2)s1,4,2,-10,-2,0[fluorescence artefact?],-12,-1.5,2,-4
Cc1nc2ccccn2c1C(=O)CSc1ccccc1,2,-41,2,-16,-1,-4,0.7,-1,-1
COc1ccccc1/C=N/NC(=O)CC(=O)NC1CCCCC1,2,3,-17,10,1,9,-3.2,-2,-1
CCN(CCCNC(=O)C1CCCN(S(=O)(=O)CC)C1)c1cccc(C)c1 (configuration not stated),8,-5,1,-5,0,10,-0.5,-3,-1
CCN(CCO)Cc1cn[nH]c1-c1ccc(C)c(C)c1,2,4,2,-1,.,2,0.5,1,-2
CCC(=O)NNc1ncnc2c1cnn2-c1ccccc1,3,-6,-7,9,-8,-2,-0.3,7,1
COc1ccc(/C=C(\NC(=O)c2ccc(C)cc2)C(=O)NCC2CCCO2)cc1 (configuration not stated),8,4,6,-1,-1,15,-2.1,1,2
CCn1c(C)nc2cc(C(=O)N/N=C/c3ccc(O)c(O)c3O)ccc21,10,31,21,-7,78*,11,0.6,8,1
O=C(Oc1ccc2cc(Br)ccc2c1)N1CCCCCC1,10,-27,-3,-14,0,0,-0.3,1,8
CCOC(=O)c1cnc2ccc(C(=O)OC)cc2c1NCCc1ccc(OC)c(OC)c1,7,44,10,5,-3,-13,-1.4,7,2
CCN(CC)S(=O)(=O)c1ccc(N2CCOCC2)c(NC(=O)Cc2ccccc2F)c1,8,-20,21,-5,-2,-4,-1.4,-5,3
CC(=O)c1ccc(NC(=O)CSCCO)cc1,5,12,18,5,-1[fluorescence artefact?],2,-0.8,0,5
CC(Cc1ccccc1)NC(=O)/C=C/c1ccc([N+](=O)[O-])cc1 (configuration not stated),9,-13,3,-6,6,1,-2.9,0,0
O=C(CSc1nnc(-c2ccccc2)n1Cc1ccco1)Nc1ccc2c(c1)OCCO2,3,1,3,-3,-9[fluorescence artefact?],-16,0.7,6,0
Cc1ccc(NC(=O)c2cccc(S(C)(=O)=O)c2)cc1,1,-26,3,-7,-1,2,-2.3,6,1
O=C(COn1nnc2ccc(Cl)cc21)NC12CC3CC(CC(C3)C1)C2,4,20,-43,13,2,-31,1.0,-4,5
COc1ccc(S(=O)(=O)N2CCCC(C(=O)Nc3ccc(OC)c(OC)c3)C2)cc1 (configuration not stated),16,-9,0,-11,-2,-6,0.8,2,3
CCOC(=O)N1CCC(N2C(=O)c3ccc(C(=O)O)cc3C2=O)CC1,17,18,11,9,2,-2,0.6,0,4
CCNC(=O)C(=O)Nc1ccc(OC)c(Cl)c1,16,-44,-8,-16,1,-4,-0.9,2,-1
Cc1ccc2nc(N3CCCCC3)c(C=O)c(=O)n2c1,2,-22,-4,2,-3,-3,-1.2,0,2
Cc1ccc2cc(/C=N/NC(=O)c3ccc(F)cc3)c(Cl)nc2c1,1,7,7,4,-4,8,0.9,4,5
COc1ccc(NC(=O)CSc2nnc(-c3ccccc3)n2Cc2ccco2)cc1OC,8,15,6,2,4[fluorescence artefact?],2,0.6,-5,2
CCN(CC)S(=O)(=O)c1cccc(NC2=NCC(C)S2)c1 (configuration not stated),0,11,6,6,5,13,0.8,5,-1
COc1cc(SC)ccc1C(=O)Nc1cc(C)ccn1,4,-16,4,-14,5,-10,0.2,-5,4
O=C1C(=Nc2cccc(Cl)c2)CC(c2ccc(Cl)cc2)N1c1cccc(Cl)c1 (configuration not stated),5,-2,3,-7,-1,-9,0.2,5,.
COC(=O)c1cccc(C(=O)Nc2ccc(C)cc2)n1,0,2,14,15,0[fluorescence artefact?],35,-0.6,-3,-6
C/C(=N\Nc1ccc([N+](=O)[O-])cc1[N+](=O)[O-])c1ccc(-n2nncc2C(C)(C)C)cc1,8,16,8,-12,13,19,1.3,5,5
CC1(C)CC2(C)OC(=N)C1(C#N)C2(C#N)C#N (configuration not stated),11,5,-39,3,-2,-5,0.9,-2,.
O=C(Oc1c(CN2CCOCC2)cc(Cl)c2cccnc12)c1ccccc1Cl,9,21,1,-10,-5,-11,-0.7,-1,2
CCn1nnc(NC(=O)c2cc(Cl)c(OC)c(Cl)c2)n1,-2&9,-1&-4,-15,-6,-2,-8,0.0,-1,2
CCOC(=O)C1=C(CC)Nc2ccccc2N/C1=N\S(=O)(=O)c1ccc2ccccc2c1,7,-13,-8,-4,0,5,1.2,1,6
NC(=O)c1nc(N2CCOCC2)nc(N2CCOCC2)n1,13,37,10,-11,-2,-6,0.9,0,-2
O=C(CC1C(=O)NCCN1CC1CCCCC1)NCc1ccc(F)cc1F (configuration not stated),8,-3,-1,9,0,-3,-1.4,0,7
COc1ccc(-n2ncc3c(=O)n(CC(=O)N4CCCc5ccccc54)cnc32)cc1,7,-25,9,-7,-2,5,-1.4,2,2

Further structures:
molecule,PGE2 EP2 inh,EP2 mod,NPY2 pot ag,S1P4 antag,eIF4E 4G PPI,NPY1 pot ag,S1P4 ag,p97 ATPase inh,NPY-Y1 antag
Cn1cnc([N+](=O)[O-])c1Sc1nc2ccccc2[nH]1,7,3,-6,3,6,6,3.2,0,.
CCN(CC)S(=O)(=O)c1ccc(Nc2ccc(-c3ccc4c(c3)OCCO4)nn2)cc1,1,4,5,8,-12,19,-0.1,2,-1
O=C1CCCC/C1=C/Nc1ccc(C(=O)O)cc1,7,0,-13,-5,.,-8,-0.4,0,1
C=CCSC1=N/C(=C\c2cc(OCC)c(OC(C)=O)c([N+](=O)[O-])c2)C(=O)S1,3,17,7,-17,5[fluorescence artefact?],1,1.4,7,8
COC(=O)CN1C(CN2CCOCC2)=Nc2ccc(Br)cc2C1c1ccccc1 (configuration not stated),5,20,-4,-3,7,11,-0.7,-3,.
Cc1cc(NC(=O)CSc2nnc(C3CC3)n2-c2ccccc2)no1,2,6,6,2,-2,-1,1.0,8,-4
CC(=O)N1CCC(=NNc2ncc(C(F)(F)F)cc2Cl)CC1,2,15,-7,-8,1,2,-1.2,-3,-9
CN(C)C(=O)c1ccccc1Sc1cc(Cl)ccc1Cl,12,16,-10,-3,-6[fluorescence artefact?],10,0.4,0,0
O=C(c1ccccc1Sc1ccc([N+](=O)[O-])cc1Cl)N1CCOCC1,3,8,-7,3,3,-2,0.1,-2,-2
CCOC(=O)Cc1csc(NC(=O)/C=C\c2ccccc2)n1,7,-57,4,0,10,2,3.0,2,2
CNC(=S)/N=C/NOCc1ccc(Cl)cc1Cl,1,-34,4,-25,-1,-15,1.4,7,2
Cc1ccc(CNC(=O)c2ccc3c(c2)NC(=O)C(N2CCOCC2)S3)cc1 (configuration not stated),8,-55,-18,-13,-1,13,-1.4,-8,0
Cc1cccc(C(=O)O/N=C(\c2ccccc2)c2cccnc2)c1,7,31,1,0,17[fluorescence artefact?],0,1.2,0,2
C=CCN1C(=O)CN=C1Nc1cc(C)ccc1C,7,-2,3,9,-1[fluorescence artefact?],17,0.6,2,-5
COc1cccc(-c2nc3cc(C)ccc3o2)c1,4,3,-6,-2,1,-16,-1.9,-1,0
Nn1c(SCc2nc3ccccc3[nH]2)nnc1-c1cccnc1,3,17,7,-8,-6,-9,0.2,-4,4
CCOC(=O)Nc1ccc(S(=O)(=O)NCc2ccccc2)cc1,7,25,4,-5,3,-18,3.7,4,3
Cc1cc2oc(C(=O)N(Cc3cccs3)C3CCS(=O)(=O)C3)cc(=O)c2cc1Cl (configuration not stated),11,8,7,-6,1,8,-0.1,1,.
